TGFb inhibitor: qHTS for Inhibitors of TGF-b | HepG2 CAGA-GFP TGF-b/SMAD3 reporter, GFP fluorescence, 18 h; TGF-beta stimulated, 500 pg/mL final | Potency, µM (doses to about 46.1 µM), for the others: top-dose activity, negative = inhibition, usual class: inhibitors | 410,000 compounds, 1.2% hits; also: potency is read from the fitted curve at half-maximal effect; % is scaled to controls: 0 for no effect and ±100 for the full control effect; nearly all actives have a fitted effect of over 65% in size
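TGF-beta reporter screen: HEPG2 CAGA-GFP, 1% FBS, 500 pg/mL TGF-beta final, 18 h; per-cell GFP summed per well; curves fitted and categorized by class.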
ATXN viability: Viability Counterscreen for Primary qHTS for Inhibitors of ATXN expression; S2 cells (HEK-293 line with an ATXN2-luciferase reporter) viability, CellTiter-Fluor protease fluorescence, 24 h; Potency, µM (series often up to 56.7 µM), usual class: cytotoxic; 400,000 compounds, 0.49% hits; AID 651635, 2014; also: potency is read from the fitted curve at half-maximal effect; nearly all actives have a fitted effect of over 40% in size
IL-1B inflam inh: qHTS for Inhibitors of Inflammasome Signaling: IL-1-beta AlphaLISA Primary Screen | THP-1 LPS/ATP IL-1B secretion, AlphaLISA, 16 h; stronger effect = lower value | activity change, % at 57.5 µM | 360,000 compounds, 4.7% hits | AID 743279, 2014; in the data active = activity change below about -50%; inconclusive = mostly about -30% to -49%; also: % is scaled to controls: 0 for no effect and ±100 for the full control effect
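THP-1 cells pretreated 1 hr with compounds (up to 57.5 uM final), then stimulated with LPS (250 ng/mL final) plus ATP (1.25 mM final); secreted IL-1B measured by AlphaLISA after 16 hr, decreased signal indicating inhibition.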
ATXN2 expr inh: Primary qHTS for Inhibitors of ATXN expression; HEK-293 ATXN2-luciferase reporter, luminescence, 24 h; AID 1745845, 2022; 360,000 compounds, 0.72% hits; Potency, µM (doses to about 57 µM), without a hit: at the highest dose activity change, negative = inhibition, hits mostly inhibitors; also: potency is read from the fitted curve at half-maximal effect; % is scaled to controls: 0 for no effect and ±100 for the full control effect; nearly all actives have a fitted effect of over 55% in size
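ATXN2-luciferase reporter cells (luciferase flanked by upstream and downstream ATXN2 gene portions) were treated 24 h at 37 °C with compounds at up to 57 uM. SteadyGlo luminescence gave expression; GF-AFC fluorescence gave viability.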
Nrf2 ARE act: qHTS of Nrf2 Activators; AREc32 ARE-luciferase reporter (MCF7-derived line), luminescence, 24 h; Potency, µM (highest dose often 46.1 µM), for inactives: top-dose activation, usual class: activators; 410,000 compounds, 0.31% hits; also: potency is read from the fitted curve at half-maximal effect; % of control where 0% means no effect; nearly all actives have a fitted effect of over 65% in size
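Each well held 1000 AREc32 cells, which were incubated with compound for 24 hr at 37 deg C after overnight attachment, and ARE reporter activity was quantified by firefly luciferase luminescence.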
A549 viability: Nrf2 qHTS screen for inhibitors: counterscreen for cytotoxicity | A549 ARE-Fluc cells, CellTiter-Fluor viability, 18-24 h | 390,000 compounds, 0.16% hits | Potency, µM (doses to about 46 µM), for the others: at the highest dose activity change, negative = cytotoxicity, hits mostly inhibitors; also: potency is read from the fitted curve at half-maximal effect; % is scaled to controls: 0 for no effect and ±100 for the full control effect
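A549 ARE_Fluc cells in 5% FBS OPTI-MEM were exposed to compounds in concentration-response for 18-24 h at 37 deg C. Viability was read by CellTiter-Fluor fluorescence (Ex 405/Em 525) after 30 min, before the luciferase read.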
Nrf2 block: Nrf2 qHTS screen for inhibitors; A549 ARE-Fluc reporter, luciferase luminescence, 18-24 h; Potency, µM (series often up to 46 µM), inactives show at the highest dose activity change, negative = inhibition, usual class: inhibitors; 360,000 compounds, 2.1% hits; also: potency is read from the fitted curve at half-maximal effect; % is scaled to controls: 0 for no effect and ±100 for the full control effect; nearly all actives have a fitted effect of over 60% in size
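A549 ARE_Fluc cells (5000/well, 5% FBS OPTI-MEM) pre-incubated 2 h, then treated with compounds 18-24 h at 37C/5% CO2 in concentration-response. CellTiter-Fluor viability read first; BugLite luciferase luminescence after 15 min at room temperature gives Nrf2 activity.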
HepG2 tox: qHTS for Inhibitors of TGF-b: Cytotox Counterscreen; 410,000 compounds, 0.76% hits; Potency, µM (top dose mostly 46.1 µM), for inactives: at the highest dose activity change, negative = cytotoxicity, most hits filed as cytotoxic; HepG2 CAGA-GFP viability, ATP luminescence, 18 h; also: potency is read from the fitted curve at half-maximal effect; some results filed as inactive show a strong effect at the top dose
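CellTiter-Glo luminescence gave cytotoxicity after 18 hours at 37 degrees C. The cells were HepG2 CAGA-GFP in 1% FBS DMEM, stimulated with 500 pg/mL TGF-beta after compound addition. %Activity was normalised to no-cell wells (complete cell-killing) and DMSO (no toxicity), and curves were fitted and classified.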
MCF10A rerep: A quantitative high throughput screen for small molecules that induce DNA re-replication in MCF 10a normal breast cells; MCF 10A DNA re-replication, Hoechst nuclear intensity, 48 h; 350,000 compounds, 2.9% hits; Potency, µM (highest dose often 46.1 µM), for the others: at the top dose activity, positive = re-replication, actives largely listed as activators; also: potency is read from the fitted curve at half-maximal effect; % of control where 0% means no effect; nearly all actives have a fitted effect of over 50% in size
* = called active by the depositor; i = inactive; u = inconclusive; x = no result given; [ ] = remark or other dose. Unless noted, calls follow the shape of the dose curve; as a rule, active = well fitted curve in the direction sought with a large enough effect; inconclusive = small, poorly fitted or top-dose-only effect, or another doubt; inactive = no such curve, though single readings can be large; an effect the other way counts as inactive or inconclusive. Rows were taken by chance (roughly 8.8% active in at least one column).

SMILES	TGFb inhibitor	ATXN viability	IL-1B inflam inh	ATXN2 expr inh	Nrf2 ARE act	A549 viability	Nrf2 block	HepG2 tox	MCF10A rerep
Cc1nn(Cc2ccccc2Cl)c(C)c1NC(=O)c1cc(C(C)C)on1	-11.6%	i	x	1.2%	0.5%	-0.9%	-18.3%	-34.6%	x
COc1ccc(CNS(=O)(=O)c2ccc3c(c2)CCN3C(=O)C2CC2)cc1	u	i	16.5	3.2%	1.9%	-5.6%	-15.1%	-18.5%	-9.6%
O=C(NC1CCN(Cc2ccccc2)C1)c1cc(S(=O)(=O)N2CCOCC2)ccc1Cl (stereo not given)	13.4%	u	-17.8	x	-0.7%	-2.8%	-0.2%	1.4%	-6.7%
COc1cc2ccccc2cc1C(=O)N1CCCC(C(F)(F)F)C1 (stereo not given)	2.1%	i	-8.1	-8.7%	-0.8%	-3.9%	-12.4%	8.3%	-4.5%
CCN(CC)CCNC(=O)c1ccc(NC(=O)c2ccc(F)cc2F)cc1	-0.4%	i	36.6	-1.1%	2.1%	2.9%	u	-28.7%	19.7%
CCc1ccc(-n2c(SCC(=O)NC(C)CC)nc3n[nH]c(C)c3c2=N)cc1 (stereo not given)	u	x	x	x	4.2%	-2.4%	x	-14.2%	x
Cc1ccc(C)c(NS(=O)(=O)c2cc(C(=O)N3CCCC3)ccc2Cl)c1	0.6%	i	19.8	-17.5%	-0.2%	10.4%	-20.2%	4.5%	-7.3%
O=C1[C@H]2[C@@H](c3ccc(Cl)cc3)N3C(=O)N(c4cccc(Br)c4)C(=O)[C@@]3(Cc3ccc(Cl)cc3)[C@H]2C(=O)N1C1CCCCC1	-1.8%	i	u	3.5%	2.7%	3.5%	5.8%	5.4%	-0.9%
O=C(O)c1ccccc1SCC(=O)N1CCc2ccccc21	0.2%	i	-3.1	3.3%	2.3%	0.0%	u	-29.4%	16.4µM*
COc1cccc(-c2nc3n(n2)C(c2cccs2)C(C(=O)Nc2cccnc2)=C(C)N3)c1 (stereo not given)	-14.5%	i	15.0	2.3%	-0.8%	-5.7%	4.7%	-44.4%	5.2%
CCOC(=O)c1nc(NCc2ccccc2)sc1C	1.3%	i	u	18.7%	2.8%	-5.7%	-6.0%	3.3%	7.2%
O=S(=O)(O)Sc1ccccc1	-10.0%	i	-98.6*	x	2.7%	x	x	-10.2%	x
COCCNc1nc(SC)nc2sc3c(c12)CCN(C)C3	1.9%	i	0.0	-3.1%	0.6%	1.3%	2.9%	-0.8%	0.4%
CCCCN(CCCC)CC(O)Cn1c2ccccc2c(=O)c2ccccc21 (stereo not given)	6.1%	x	-5.6	-32.2%	-0.3%	2.4%	u	-34.3%	18.4µM*
O=C(CCCN1C(=O)c2cccc3cccc(c23)C1=O)OCC(=O)N1CCCCC1	-1.0%	u	12.5	x	-0.9%	x	x	5.7%	x
O=S(=O)(c1ccc(Br)cc1)c1nnn2c1nc(NC1CCCCCC1)c1sccc12	43.2%[activator]	x	x	x	-1.3%	17.6%	2.6%	-3.1%	x
Cc1ccc(C(=O)Nc2nnc(S(=O)(=O)N(C)Cc3ccco3)s2)cc1	0.0%	x	x	x	5.1%	-4.6%	u	-17.0%	x
CCCN(CCC)C(=O)CC(c1ccccc1)C1CCOC(C)(C)C1 (stereo not given)	-11.3%	i	16.3	x	-1.1%	0.0%	-1.2%	-21.1%	1.0%
Cc1nn(-c2ccccn2)c2c1-c1nc(N3CCOCC3)ncc1CC2	u	i	-8.2	-24.3%	3.8%	-4.0%	-1.3%	-66.0%	8.5%
Cc1cccc(NC(=O)Nc2nnc(-c3ccccc3)o2)c1	-2.2%	i	1.7	0.0%	2.5%	2.5%	19.5%	-6.0%	1.5%

Brought forward from above: 5 entries; new compounds follow.
SMILES	TGFb inhibitor	ATXN viability	IL-1B inflam inh	ATXN2 expr inh	Nrf2 ARE act	A549 viability	Nrf2 block	HepG2 tox	MCF10A rerep
O=S(=O)(c1ccc(Br)cc1)c1nnn2c1nc(NC1CCCCCC1)c1sccc12	43.2%[activator]	x	x	x	-1.3%	17.6%	2.6%	-3.1%	x
Cc1ccc(C(=O)Nc2nnc(S(=O)(=O)N(C)Cc3ccco3)s2)cc1	0.0%	x	x	x	5.1%	-4.6%	u	-17.0%	x
CCCN(CCC)C(=O)CC(c1ccccc1)C1CCOC(C)(C)C1 (stereo not given)	-11.3%	i	16.3	x	-1.1%	0.0%	-1.2%	-21.1%	1.0%
Cc1nn(-c2ccccn2)c2c1-c1nc(N3CCOCC3)ncc1CC2	u	i	-8.2	-24.3%	3.8%	-4.0%	-1.3%	-66.0%	8.5%
Cc1cccc(NC(=O)Nc2nnc(-c3ccccc3)o2)c1	-2.2%	i	1.7	0.0%	2.5%	2.5%	19.5%	-6.0%	1.5%
CS(=O)(=O)N1CCN(C(=O)Cc2ccccc2Cl)CC1	5.9%	i	-7.0	13.9%	-0.2%	-1.5%	-7.4%	-5.6%	-24.3%
COCCNC(=S)N/N=C(\C)c1ccccc1F	2.3%	i	-11.8	9.5%	12.9%	5.5%	20.7%	0.0%	-49.9%[inhibitor]
O=C(NNC(=S)Nc1cccc(C(F)(F)F)c1)c1ccncc1	12.8%	i	-4.8	x	0.2%	x	x	-4.2%	x
CCN1CCN(S(=O)(=O)c2ccc(Cl)c(C(=O)N(CCc3ccccc3)Cc3ccccc3)c2)CC1	u	u	-12.6	x	-0.8%	-28.3%	u	-50.2%	1.3%
COc1ccc(NC(=O)c2cccn(CC=C(C)C)c2=O)cc1	10.3%	i	13.5	15.7%[11.3 µM]	3.9%	-1.4%	u	3.5%	1.8%
CCc1ccc(OCC(=O)Nc2c(C(=O)c3ccc(Br)cc3)oc3ccccc23)cc1	-1.1%	x	x	x	-1.3%	0.0%	0.2%	-10.5%	x
Cc1ccc(NC(=O)c2cc(=O)n(Cc3ccccc3)c(=O)[nH]2)cc1C	6.0%	i	19.1	-2.9%	5.0%	-7.2%	0.6%	1.9%	24.6%
COC(=O)c1[nH]c2ccc(C)cc2c1NS(=O)(=O)c1ccc(F)cc1	11.9%	i	-7.1	1.6%	4.5%	2.0%	x	-4.1%	u
CC(=O)C1=C(C)NC(SCC(N)=O)=C(C#N)C1C (stereo not given)	34.3%[activator]	i	0.0	-2.3%	11.8%	-3.3%	3.8%	-3.7%	-1.4%
CC(C)(C)c1ccc(-c2nc(SCC(=O)Nc3ccc(Cl)cc3)[nH]c(=O)c2C#N)cc1	u	x	x	x	-1.3%	-5.2%	15.0%	-103.5%	x
Cc1ccc(C(=O)NC(=O)CSc2nnc(C)s2)cc1	2.9%	i	0.0	4.6%	0.3%	-0.8%	-13.0%	7.8%	-1.1%
COCCC(=O)Nc1ccc2c(c1)CN(C(=O)c1ccc(CSC)o1)CC2	19.4%	i	11.2	-12.4%	0.4%	6.2%	10.0%	-3.8%	14.7%
O=C(O)c1cccc(S(=O)(=O)N2CCC(Cc3ccccc3)CC2)c1	23.2%	i	18.9	9.0%	0.3%	-4.2%	2.2%	11.3%	4.6%
Cn1c(=O)c2c(nc(Oc3ccc4ccccc4c3)n2C)n(C)c1=O	36.4%	i	-1.9	16.3%	-0.6%	3.2%	u	6.8%	7.4%
O=C(NC(c1ccc(Cl)cc1)c1cnccn1)C1CCN(Cc2ccc(Cl)cc2)CC1 (stereo not given)	2.5%	i	u	-9.1%	5.0%	x	x	-11.1%	x
COc1ccc(OC)c(C2=Nn3c(nnc3-c3cccc(OC(C)C)c3)SC2)c1	3.9%	i	10.9	-25.3%	0.0%	23.1%	u	-18.2%	4.7%
OCCCc1nc2n(n1)C(c1ccccc1)C=C(c1ccc(F)cc1)N2 (stereo not given)	0.6%	x	-2.9	-4.9%	1.8%	u	u	-2.1%	-5.0%
Cc1ccc(C2(CCNCc3ccc(N(C)C)cc3)CCOC(C(C)C)C2)cc1 (stereo not given)	u	u	-97.2*	u	3.7%	-2.1%	15.3%	-56.9%	u
O=c1cc(CSc2ccccc2)[nH]c2ccc(F)cc12	-25.3%	i	x	-19.6%	1.2%	-17.3%	x	-60.2%	x
CCc1nnc(NS(=O)(=O)c2ccc(NC(=O)c3ccco3)cc2)s1	0.9%	i	8.2	x	-1.6%	0.5%	-22.2%	-26.5%	-1.4%
O=C(NC1CCC(O)CC1)c1cc(-c2ccco2)nc2ccccc12 (stereo not given)	2.4%	x	5.9	-7.7%	u	0.4%	1.4%	-15.2%	1.9%
O=C(CCNC(=O)c1ccco1)NCCN1C(=O)S/C(=C\c2ccc(F)cc2)C1=O	8.8%	i	-28.2	x	5.1%	-3.7%	1.8%	-22.5%	-2.8%
Cc1ccc(CC(=O)Nc2ccc3c(c2)N(C)C(=O)c2ccccc2S3)cc1	-28.3%	i	x	-37.3%	1.2%	-21.0%	x	-5.7%	x
